NR2E3 ag-1 = NR2E3 agonists in two-hybrid cells, primary screen, cell-based, luminescence, CHO-S, Gal4-NCOR/VP16-NR2E3 | Photoreceptor-specific nuclear receptor (Homo sapiens), Q9Y5X4 | luciferase | inhibition of corepressor binding, % at 3.98 µM | 0.35% of 360,000 active | AID 602229, 2012;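 active means inhibition above the mean of all tested compounds plus 3 SD, cut at about 70% in these data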;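 further: 0% = DMSO with NR2E3 transfected cells and 100% = cells lacking NR2E3 construct; higher means lower luciferase signal from less NR2E3 corepressor binding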
Target sequence (Q9Y5X4 whole entry, looked up, the tested form may be a part): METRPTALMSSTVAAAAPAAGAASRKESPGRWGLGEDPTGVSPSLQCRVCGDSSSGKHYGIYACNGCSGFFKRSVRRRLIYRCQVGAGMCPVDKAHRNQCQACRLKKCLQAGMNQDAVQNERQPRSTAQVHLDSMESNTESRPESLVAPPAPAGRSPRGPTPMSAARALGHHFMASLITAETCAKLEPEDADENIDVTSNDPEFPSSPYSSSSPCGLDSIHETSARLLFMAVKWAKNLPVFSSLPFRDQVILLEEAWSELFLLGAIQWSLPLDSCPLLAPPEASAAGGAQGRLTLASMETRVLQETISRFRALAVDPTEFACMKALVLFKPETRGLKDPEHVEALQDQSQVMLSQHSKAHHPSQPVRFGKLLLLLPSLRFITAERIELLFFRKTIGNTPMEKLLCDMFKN
m5-HT2A agonist = mouse Htr2a agonists via beta-arrestin recruitment, primary screen, cell-based, luminescence; 0.66% of 360,000 active; CHO-K1 mHTR2A beta-arrestin complementation; percent of 30 µM serotonin response; AID 624169, 2012; activation, % at 7.6 µM; 5-hydroxytryptamine receptor 2A (Mus musculus), P35363;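 active means activation above a run cutoff, the mean activation of all tested compounds plus 3 SD, cut at about 14% in these data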;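 further: 0% = plate median of compound wells and 100% = 30 µM serotonin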
Target sequence (P35363 whole entry, looked up): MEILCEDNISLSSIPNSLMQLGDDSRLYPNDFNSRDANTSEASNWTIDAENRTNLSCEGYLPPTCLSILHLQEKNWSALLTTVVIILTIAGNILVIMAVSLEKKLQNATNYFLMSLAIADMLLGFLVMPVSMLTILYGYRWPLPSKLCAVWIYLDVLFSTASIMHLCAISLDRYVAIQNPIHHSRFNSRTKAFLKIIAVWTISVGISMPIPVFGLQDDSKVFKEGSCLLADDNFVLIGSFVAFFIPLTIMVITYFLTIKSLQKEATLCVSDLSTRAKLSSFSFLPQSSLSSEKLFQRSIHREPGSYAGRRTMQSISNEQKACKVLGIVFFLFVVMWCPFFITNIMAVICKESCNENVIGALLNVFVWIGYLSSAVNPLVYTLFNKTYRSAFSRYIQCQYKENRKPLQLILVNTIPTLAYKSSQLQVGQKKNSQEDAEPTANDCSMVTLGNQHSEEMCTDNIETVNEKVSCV
MITF TRPM1 inh = inhibitors of MITF-dependent TRPM1 promoter reporter, primary screen, cell-based, SK-MEL-5, single point, luciferase; 0.83% of 330,000 active; AID 488899, 2010; SK-MEL-5 TRPM1 promoter luciferase, 24 h; inhibition, % at 12.5 µM;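 active means mean inhibition across replicates of 60% or more, whatever share of single replicates reaches that level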; further: values of inactives mirror those of a sister screen read the other way
CaV13 ICDI inh = Disruptors of the CACNA1D IQ motif to Ca2+-dependent inactivation inhibitor domain association, primary screening, Förster resonance energy transfer in intact living …; HEK cells, CFP/YFP FRET ICDI-IQ, plate reader, 10 min; percent FRET-ratio fall versus neutral wells; inhibition, % at 12.3 µM; 0.098% of 340,000 active;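 active means mean replicate inhibition of at least 30% and at least 1% of replicates passing that level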;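 further: 0% = median of the neutral control wells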
HIF-2a inh = HIF-2a reporter inhibitors, primary screen, luminescence, 786-0 RCC cells; inhibition, % at 18.8 µM; 786-0 RCC cells HIF-2a reporter, luciferase luminescence, overnight; 0.72% of 360,000 active;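 active means inhibition of the luminescence signal of 40% or more relative to plate controls, in a single-dose primary screen at 18.75 µM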
PDI turbidity = inhibitors of human PDI, primary screen, biochemical, turbidity, single point, plate reader. PDI insulin aggregation turbidity, A650, 90 min. inhibition, % at 10 µM. 0.052% of 350,000 active. AID 588391, 2011;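 active means mean inhibition across replicates of 30% or more, whatever share of single replicates reach that level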;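 further: absorbance from insulin aggregation driven by PDI reduction with DTT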
iPSC survival up = enhancers of single-cell hiPSC survival, primary screen, ATPlite luminescence. 100% = ROCK inhibitor wells, 0% = DMSO. AID 602274, 2012. 0.044% of 360,000 active. survival enhancement, % at 20 µM; in the data active means survival enhancement above about 18%;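 further: cells exposed to compounds for 16 hours before the ATP read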
Peg3 promoter = Peg3 promoter-driven luciferase inhibitors, primary screen, cell-based, HeLa, luciferase luminescence. HeLa PEG-Prom luciferase reporter, overnight. inhibition, % at 20 µM. 1.7% of 360,000 active;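 active means inhibition of at least 50% at 20 µM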
NR2E3 ag-2 = inhibitors of NR2E3-RetCOR corepressor binding, primary screen, NR2E3 agonist project, biochemical, TR-FRET, GST-NR2E3, biotin-RetCOR; inhibition of corepressor binding, % at 4.78 µM; AID 2300, 2010; 1536-well; 0.12% of 320,000 active;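 active means percent inhibition above the cutoff of mean plus 3 SD of all tested compounds, set per screening campaign, cut at about 20% in these data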;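 further: 0% = DMSO wells and 100% = biotin wells as full block of FRET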
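Format: 1536-well format; test system: GST-NR2E3 and biotin-RetCOR proteins; read-out basis: percent inhibition of TR-FRET ratio; timing: 5 h incubation at 4 °C; detection: time-resolved FRET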
H9c2 protect = cardioprotection against H2O2-induced cell death, primary screen, uHTS, H9c2 cells, ATPLite luminescence; 0.63% of 360,000 active; protection from H2O2 cell death, % at 20 µM; AID 588492, 2011; H9c2 cardiomyocytes, H2O2 injury protection, 2 h;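 active means compounds giving at least 50% protection of heart cells from peroxide-induced death in the single-dose screen, raw or plate-pattern-corrected value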;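 further: 0% = DMSO wells with peroxide and 100% = DMSO wells without peroxide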
Shn3 3UTR inh = reduction of Shn3 3'UTR firefly luciferase signal, primary screen, Schnurri-3 inhibitor project, cell-based, Clone20 osteoblasts, set 2 | 0.52% of 360,000 active | AID 588674, 2011 | inhibition, % at 12.5 µM | Clone20 osteoblast Shn3 3'UTR firefly luciferase, 24 h;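 active means mean inhibition of at least 75% with every replicate also reaching 75%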;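 further: 0% = median of neutral control wells and 100% = pilot-screen positive control compound; some compounds past the cut are filed as inactive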
An asterisk follows results filed as active; x = no result given.

The opening seven compounds (preview)
SMILES	NR2E3 ag-1	m5-HT2A agonist	MITF TRPM1 inh	CaV13 ICDI inh	HIF-2a inh	PDI turbidity	iPSC survival up	Peg3 promoter	NR2E3 ag-2	H9c2 protect	Shn3 3UTR inh
CCOC(=O)C1(CC2CCCCO2)CCN(Cc2cn[nH]c2-c2cccc(F)c2)CC1 (centres undefined)	-18	-1	2	-1	16	0	0.3	0	-1	-4	x
O=c1[nH]c(-c2ccc(Cl)cc2)nc(=S)[nH]1	16	0	-1	-5	11	3	-0.6	10	3	9	-46
Cc1ccsc1-c1cc2nc(Nc3ccc(F)cc3)n(C)c(=O)c2s1	-23	2	x	-7	-76	-5	-0.2	-87	x	-28	-2
O=C(Nc1cc(S(=O)(=O)N2CCOCC2)ccc1N1CCCC1)c1cccnc1Cl	4	2	0	-4	19	2	0.1	-10	4	0	9
O=C1CC(NNC(=O)c2ccccc2)C(=O)N1 (centres undefined)	6	0	3	-3	-1	-1	-2.0	-7	0	5	12
O=C(Nc1cc(S(=O)(=O)N2CCOCC2)ccc1Cl)C1CCC1	-3	2	-5	-5	13	0	-0.5	11	3	-1	7
COc1ccc(C(C)=O)cc1CN1C(=O)NC(c2ccccc2)(c2ccccc2)C1=O	19	-7	6	-5	35	3	-0.5	8	1	13	-11

The whole of this part, previewed entries included:
SMILES	NR2E3 ag-1	m5-HT2A agonist	MITF TRPM1 inh	CaV13 ICDI inh	HIF-2a inh	PDI turbidity	iPSC survival up	Peg3 promoter	NR2E3 ag-2	H9c2 protect	Shn3 3UTR inh
CCOC(=O)C1(CC2CCCCO2)CCN(Cc2cn[nH]c2-c2cccc(F)c2)CC1 (centres undefined)	-18	-1	2	-1	16	0	0.3	0	-1	-4	x
O=c1[nH]c(-c2ccc(Cl)cc2)nc(=S)[nH]1	16	0	-1	-5	11	3	-0.6	10	3	9	-46
Cc1ccsc1-c1cc2nc(Nc3ccc(F)cc3)n(C)c(=O)c2s1	-23	2	x	-7	-76	-5	-0.2	-87	x	-28	-2
O=C(Nc1cc(S(=O)(=O)N2CCOCC2)ccc1N1CCCC1)c1cccnc1Cl	4	2	0	-4	19	2	0.1	-10	4	0	9
O=C1CC(NNC(=O)c2ccccc2)C(=O)N1 (centres undefined)	6	0	3	-3	-1	-1	-2.0	-7	0	5	12
O=C(Nc1cc(S(=O)(=O)N2CCOCC2)ccc1Cl)C1CCC1	-3	2	-5	-5	13	0	-0.5	11	3	-1	7
COc1ccc(C(C)=O)cc1CN1C(=O)NC(c2ccccc2)(c2ccccc2)C1=O	19	-7	6	-5	35	3	-0.5	8	1	13	-11
CN1CCN(S(=O)(=O)c2ccc(Oc3ccc(F)cc3Br)nc2)CC1	-13	-3	-18	-16	5	4	0.1	15	2	1	-1
O=C(N1CCN(S(=O)(=O)c2ccc(Cl)cc2)CC1)n1ccnc1	-21	-3	10	-2	7	-2	-0.4	3	x	4	-14
FC(F)(F)c1cccc(Cn2nnnc2-c2cc(Cl)cc(Cl)c2)c1	20	-2	0	-5	-6	0	-3.3	30	0	-15	39

More structures:
SMILES	NR2E3 ag-1	m5-HT2A agonist	MITF TRPM1 inh	CaV13 ICDI inh	HIF-2a inh	PDI turbidity	iPSC survival up	Peg3 promoter	NR2E3 ag-2	H9c2 protect	Shn3 3UTR inh
O=C(CCNC(=O)c1ccc([N+](=O)[O-])cc1)Nc1ccccc1N1CCCCC1	-37	-3	-4	-4	11	11	0.0	9	-5	-3	-4
CCCC(=O)N/C(N)=N/c1nc2ccccc2o1	-84	9	-91	-17	-316	4	-0.7	-314	2	-10	-63
O=C(C1CCCN(C2CC(=O)N(c3ccc(F)cc3)C2=O)C1)N1CCCC1 (centres undefined)	-7	-4	-4	x	10	-4	-0.3	3	x	0	-8
COc1ccccc1Cc1c(-c2ccco2)nc2cc(C)c(Br)c(C)n12	-25	-6	x	-6	8	x	-1.4	x	x	x	x
COC(=O)c1ccc(NC(CC(C)C)C(=O)OC)c([N+](=O)[O-])c1 (centres undefined)	-22	-1	0	-2	6	4	1.0	-2	5	1	4
CC(C)(C)OC(=O)N1CCC(c2c(C(=O)NC3CC3)cnn2-c2ccc(Cl)cc2)CC1	-24	0	5	-5	17	11	-0.2	11	0	-3	-28
O=C(Nc1nncs1)c1cccc(S(=O)(=O)N2CCCCC2)c1	-13	1	10	-4	4	-3	3.4	21	1	4	14
CC(=O)NCCc1ccc(C(=O)Cn2cnc3ccccc3c2=O)cc1	-22	2	-23	-3	-111	-2	2.5	-74	3	1	-46
CCCOP(=O)(c1ccc(N(C)C)cc1)C(O)c1ccncc1 (centres undefined)	-23	0	-1	-6	14	2	-3.3	-5	1	-3	1
CC(C)=CCc1c(O)ccc2c1OC(c1ccc(O)c(O)c1)CC2=O (centres undefined)	-19	-6	71*	x	12	x	-2.2	35	-2	54*	22

Next compounds follow.
SMILES	NR2E3 ag-1	m5-HT2A agonist	MITF TRPM1 inh	CaV13 ICDI inh	HIF-2a inh	PDI turbidity	iPSC survival up	Peg3 promoter	NR2E3 ag-2	H9c2 protect	Shn3 3UTR inh
Cc1ccc(Nc2nnc(-c3ccc(N4CCOCC4)c([N+](=O)[O-])c3)c3ccccc23)cc1	8	5	-2	-13	-9	6	-2.6	9	-2	7	53
O=C(COc1ccc(-c2nnco2)cc1)Nc1cc([N+](=O)[O-])ccc1F	-8	-5	-1	-10	-22	8	-1.5	-7	x	-3	13
C=CCn1c(N2CCCC2)nc2c1c(=O)n(C)c(=O)n2C	-15	1	-9	-6	10	1	-0.4	3	x	4	11
CCOC(=O)CSc1nnc(NCC(=O)OC(C)C)c(=O)[nH]1	-7	7	2	-4	14	0	5.2	7	1	13	10
COC(=O)C1=NN(C(=O)c2cccc(Cl)c2)C(O)(C(C)(C)C)C1 (centres undefined)	-86	0	1	-5	9	1	2.0	-2	-1	37	-1
Cc1nc2sc(C(N)=O)c(N)c2c(C)c1CC(=O)c1ccccc1	-78	3	-52	-4	-44	-1	1.2	-110	-2	2	-16
Cn1nccc1C(=O)N/N=C/c1ccccc1[N+](=O)[O-]	-37	1	-52	-2	-187	-4	-0.5	-123	-1	-4	-25
Cc1cccc(C)c1Cn1c(C)c(C(=O)NCc2ccc([N+](=O)[O-])cc2)sc1=O	16	0	x	1	-26	0	-3.1	15	x	-2	33
O=C(NCCCN1CCCC1=O)Nc1ccccc1Cl	-26	1	-19	-2	-8	-9	-0.5	-4	-2	8	-8
CCOC(=O)Cc1csc(NS(=O)(=O)c2ccc(NC(C)=O)cc2)n1	2	1	5	-6	15	10	2.2	7	x	1	-7

Going on with the list.
SMILES	NR2E3 ag-1	m5-HT2A agonist	MITF TRPM1 inh	CaV13 ICDI inh	HIF-2a inh	PDI turbidity	iPSC survival up	Peg3 promoter	NR2E3 ag-2	H9c2 protect	Shn3 3UTR inh
COc1ccc(NC(=O)Cn2c(=O)n(-c3ccccc3)c(=O)c3oc4ccccc4c32)c(OC)c1	-5	2	4	-3	8	-6	-0.5	50	4	8	16
Cc1nc2cc(C(=O)N3CCN(C)CC3)ccc2n1C	-31	-1	-1	-19	17	9	-0.1	17	x	8	-6
O=C(COC(=O)c1cccc(Br)c1)NCCNC(=O)COC(=O)c1cccc(Br)c1	-21	8	12	-2	7	-7	-0.2	-2	5	2	1
C/C(=N\Nc1ccc(C(=O)c2c(C)cc3ccccn23)cc1[N+](=O)[O-])c1ccc(O)cc1	9	1	24	-5	12	2	-0.1	26	1	-10	57
C[C@@H]1CCCCO[C@H](CN(C)Cc2ccc(C(=O)O)cc2)[C@@H](C)CN([C@H](C)CO)C(=O)c2cc(N(C)C)ccc2O1	-22	7	x	-5	4	-1	8.0	-5	x	1	-8
COc1ccc(CCNCC(=O)Nc2ccc(C)c(S(=O)(=O)N(C)C)c2)cc1	-2	2	0	-2	7	2	-0.2	11	-1	-9	8
N#Cc1ccsc1NC(=O)CN1CCCCC1	-17	3	3	-5	-18	1	0.9	4	0	-1	-12
CCN(CC)CCN(Cc1cc2ccc(C)c(C)c2[nH]c1=O)C(=S)NCc1ccco1	-1	-2	12	-5	-14	3	-2.5	24	4	-11	25
Cc1nc([N+](=O)[O-])cn1-c1nc2ccccn2c1[N+](=O)[O-]	-2	4	7	-5	11	-3	0.9	3	-4	7	-32
COc1ccc(CNC(=O)C(=O)NCC2OCCCN2S(=O)(=O)c2cccs2)cc1 (centres undefined)	-12	-3	-4	x	14	8	0.5	8	3	1	5

Additional records follow.
SMILES	NR2E3 ag-1	m5-HT2A agonist	MITF TRPM1 inh	CaV13 ICDI inh	HIF-2a inh	PDI turbidity	iPSC survival up	Peg3 promoter	NR2E3 ag-2	H9c2 protect	Shn3 3UTR inh
Cc1nn(C)c(C)c1NS(=O)(=O)c1ccc(Cl)s1	19	3	2	-6	5	1	2.8	15	x	-9	7
Cc1cc(NC(=O)CSc2nc3ccsc3c(=O)n2Cc2ccccn2)n[nH]1	-34	-2	-49	-7	-110	14	1.0	-129	1	4	-22
CCN1C(=O)c2cccc3c(S(=O)(=O)Nc4ccc(OC)cc4OC)ccc1c23	0	-2	-2	-5	3	-11	-1.4	12	2	-6	15
COc1cc(-c2noc(C)c2C#Cc2ccsc2)cc(OC)c1OC	12	-1	16	-11	22	8	-0.6	-24	5	1	13

Bioassay records as filed in PubChem BioAssay.
